From PubChem
Pol iota inh: DNA polymerase iota (human) inhibition; Q9UNA4; actives 1% (n = 390,000); AID 588590; Potency, µM (top dose mostly 115 µM), for the others: top-dose activity, negative = inhibition, actives largely listed as inhibitors; Pol iota fluorescent replication assay, 10 min; further: potency means the concentration at half of the fitted maximal effect
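Fluorescent replication assay read twice, at 0 min and 10 min after adding 50 nM (final) substrate. Enzyme (10 nM) and compounds were first incubated 15 min at room temperature; enzyme-free buffer wells were negative controls.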
APEX1 inh: inhibitors of human APE1 endonuclease; P27695; recombinant APE1, TAMRA/BHQ-2 abasic DNA cleavage fluorescence; Potency, µM (doses to about 65.8 µM), for the others: top-dose activity change, negative = inhibition, usual class: inhibitors; actives 0.35% (n = 350,000);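 further: potency means the concentration at half of the fitted maximal effect; plate controls were vehicle for no effect and reference inhibitor for full effect; nearly all actives have a fitted effect of over 55% in size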
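Substrate: short duplex with […] THF abasic site, 5'-TAMRA and 3'-BHQ-2, 50 nM final. APE1 at 0.75 nM, preincubated 15 min RT with compound. Fluorescence increase from first to third read measured activity.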
Pol kappa inh: inhibitors of human DNA polymerase kappa; purified Pol kappa, fluorescent DNA synthesis assay, 10 min; actives 0.53% (n = 400,000); Q9UBT6; Potency, µM (series often up to 107 µM), for inactives: at the highest dose activity, negative = inhibition, hits mostly inhibitors; AID 588579; further: potency means the concentration at half of the fitted maximal effect; on the % scale 0 is the no-effect control and ±100 the full control effect
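First, compounds were pin-transferred onto 10 nM Pol kappa. After 15 min at room temperature, substrate was added to 50 nM final. Fluorescence was then measured kinetically at 0 and 10 min.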
Pol eta inh: DNA polymerase eta (human) inhibition. Q9Y253. recombinant Pol eta, fluorescent DNA replication assay. Potency, µM (doses to about 114 µM), for the others: at the highest dose activity change, negative = inhibition, most hits filed as inhibitors. actives 1.2% (n = 390,000). AID 588591; further: potency means the concentration at half of the fitted maximal effect; on the % scale 0 is the no-effect control and ±100 the full control effect
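Pol eta (10 nM) was preincubated with compounds for 15 min at room temperature, after which fluorescent replication substrate (50 nM final) was added to start the reaction. Fluorescence was read kinetically at 0 and 10 min.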
BLM helicase inh: Bloom syndrome helicase (human) inhibition; P54132; recombinant BLM DNA unwinding, fluorescence dequenching; Potency, µM (top dose mostly 56.1 µM), for inactives: top-dose activity change, negative = inhibition, hits mostly inhibitors; actives 0.2% (n = 350,000); AID 2528;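 further: potency means the concentration at half of the fitted maximal effect; plate controls were vehicle for no effect and no enzyme for full effect; nearly all actives have a fitted effect of over 35% in size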
Target sequence (P54132 whole entry, looked up): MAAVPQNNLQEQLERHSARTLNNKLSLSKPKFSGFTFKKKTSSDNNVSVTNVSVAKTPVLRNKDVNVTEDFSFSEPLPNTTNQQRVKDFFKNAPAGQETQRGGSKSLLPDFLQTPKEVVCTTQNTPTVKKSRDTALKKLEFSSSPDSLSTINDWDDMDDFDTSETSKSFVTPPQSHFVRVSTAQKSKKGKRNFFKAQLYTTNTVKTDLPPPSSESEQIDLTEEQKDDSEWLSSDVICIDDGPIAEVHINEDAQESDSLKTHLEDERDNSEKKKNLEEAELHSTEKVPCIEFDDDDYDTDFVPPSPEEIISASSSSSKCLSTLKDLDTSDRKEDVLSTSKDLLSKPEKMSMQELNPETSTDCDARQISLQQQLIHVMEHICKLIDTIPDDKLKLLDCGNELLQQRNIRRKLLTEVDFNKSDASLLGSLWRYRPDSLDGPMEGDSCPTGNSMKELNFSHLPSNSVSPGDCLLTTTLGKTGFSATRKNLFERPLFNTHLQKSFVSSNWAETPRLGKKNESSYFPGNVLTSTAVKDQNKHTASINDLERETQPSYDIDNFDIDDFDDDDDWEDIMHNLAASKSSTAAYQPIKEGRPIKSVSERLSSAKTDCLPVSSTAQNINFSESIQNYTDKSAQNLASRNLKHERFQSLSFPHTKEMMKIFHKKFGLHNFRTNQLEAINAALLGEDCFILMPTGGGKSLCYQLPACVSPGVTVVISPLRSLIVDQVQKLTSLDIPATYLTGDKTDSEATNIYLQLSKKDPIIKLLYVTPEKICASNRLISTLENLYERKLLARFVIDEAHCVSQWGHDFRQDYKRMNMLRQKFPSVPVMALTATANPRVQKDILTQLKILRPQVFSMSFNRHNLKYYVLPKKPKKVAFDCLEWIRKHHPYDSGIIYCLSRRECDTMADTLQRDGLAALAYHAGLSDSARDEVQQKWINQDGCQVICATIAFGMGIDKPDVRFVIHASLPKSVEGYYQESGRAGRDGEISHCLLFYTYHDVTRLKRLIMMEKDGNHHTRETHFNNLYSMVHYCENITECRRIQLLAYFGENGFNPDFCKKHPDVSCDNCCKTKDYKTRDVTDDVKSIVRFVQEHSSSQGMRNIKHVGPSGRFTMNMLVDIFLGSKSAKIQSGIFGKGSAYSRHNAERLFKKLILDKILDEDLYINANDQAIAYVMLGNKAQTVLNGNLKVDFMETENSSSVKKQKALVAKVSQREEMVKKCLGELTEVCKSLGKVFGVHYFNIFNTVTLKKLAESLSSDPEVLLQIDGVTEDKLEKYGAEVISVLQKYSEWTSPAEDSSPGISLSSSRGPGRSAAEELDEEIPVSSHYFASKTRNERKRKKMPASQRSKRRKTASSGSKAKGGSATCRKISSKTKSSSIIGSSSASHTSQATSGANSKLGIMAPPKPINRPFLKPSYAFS
POLB inh: inhibitors of human DNA polymerase beta; Pol beta primer extension/strand displacement, fluorescence kinetic; Potency, µM (top dose mostly 114 µM), inactives show top-dose activity change, negative = inhibition, usual class: inhibitors; actives 1.3% (n = 340,000); further: potency means the concentration at half of the fitted maximal effect; on the % scale 0 is the no-effect control and ±100 the full control effect
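Preincubation: enzyme (10 nM) with compound, 15 min, RT. Reaction: substrate added to 50 nM final. Reads: 0 and 10 min. Analysis: normalized, Hill fit.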
LDHA inh: inhibitors of human lactate dehydrogenase A; actives 0.15% (n = 480,000); activity change, % (values are at about 110 or 230 µM); AID 1347041; purified LDHA, NADH/diaphorase-resazurin fluorescence; hits give low values; P00338; in the data active means activity change below about -30%; inconclusive means mostly about -25% to -30%;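 further: plate controls were DMSO wells for no effect and wells without enzyme for full effect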
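Human LDH5 (2 nM) was incubated with 0.06 mM NADH and 0.2 mM pyruvate for 5 min at room temperature in Tris pH 7.4. Remaining NADH was coupled through diaphorase/resazurin, and resorufin fluorescence was read at 0 and 20 min.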
GRP78 ERSR act: induces the endoplasmic reticulum stress response in human glioma cells | Potency, µM, inactives show at the top dose activation, most hits filed as activators | U87-MG GRP78 promoter luciferase reporter, 16 h | AID 602332 | actives 0.02% (n = 420,000); further: potency means the concentration at half of the fitted maximal effect; series mostly up to about 76 µM; % of control where 0% means no effect; nearly all actives have a fitted effect of over 35% in size
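Stably transfected U87-MG glioma cells carrying a GRP78-based luciferase sensor; 16 h compound incubation. Luminescence end-point read 10 min after Bright-Glo addition at room temperature.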
Anesthetic bind: candidate novel general anesthetic via apoferritin binding; P02791; apoferritin/1-aminoanthracene competitive binding, fluorescence; Potency, µM (titrated, usually from 77.5 µM), for the others: at the top dose activity change, negative = displacement, usual class: inhibitors; actives 0.074% (n = 350,000); further: potency means the concentration at half of the fitted maximal effect; on the % scale 0 is the no-effect control and ±100 the full control effect; nearly all actives have a fitted effect of over 20% in size
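Horse-spleen apoferritin (10 uM) was mixed with 50% saturated 1-aminoanthracene in PBS, exposed to compounds for 10 min at room temperature, and read for fluorescence (ex 380 nm, em 535 nm). Competitive displacement was fitted with a four-parameter Hill equation.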
Starred values were filed as active, the others as inactive; ? = inconclusive; . = not tested or not shown; & = joins results of further samples; [ ] = another dose, or the depositor's remark. Unless noted, the call rests on the fitted dose curve; in most records, active means well fitted curve in the direction sought with a large enough effect; inconclusive means small, poorly fitted or top-dose-only effect, or another doubt; inactive means no such curve, though single readings can be large; an effect the other way counts as inactive or inconclusive. Only part of the results is shown (hit frequency here may not be typical).

structure | Pol iota inh | APEX1 inh | Pol kappa inh | Pol eta inh | BLM helicase inh | POLB inh | LDHA inh | GRP78 ERSR act | Anesthetic bind
O=C(c1nc2ccc(Cl)cn2c1CN1CCCC1)N1CCc2ccccc2C1 | 18µM* | -10% | ? | 32µM* | -20% | ? | -2 | -5% | -14%
COc1ccc(CNS(=O)(=O)c2ccc(F)cc2Br)cc1 | -6% | . | -8% | 0% | . | . | 2 | -1% | .
Cc1c(N=Cc2ccncc2)c(=O)n(-c2ccccc2)n1C | 19% | 16% | -1% | -7% | -2% | -16% | -5 | -5% | -2%
N/C(=N\OC(=O)c1cc(Br)ccc1Cl)c1cccnc1 | 17% | 1% | 0% | -5% | -18% | -1% | -3 | 5% | -5%
CC(NC(=O)c1ccco1)C(=O)N1CCN(C(c2ccccc2)c2ccccc2)CC1 (stereo not given) | -7% | -2% | -14% | -8% | -6% | 2% | -3 | -5% | -18%
Cc1ccc(OC(=O)Nc2ccccc2)cc1 | 12% | 11% | 9% | -18% | -2% | 46% | 0 | 10% | -14%
CC1(C)C(CC(=O)O)CC1C(=O)O (stereo not given) | 50%[activator] | . | 2% | -19% | . | . | -8 | -6% | .
CCN(CC)S(=O)(=O)c1cccc(C(=O)N2CCCc3ccccc32)c1 | 8% | 14% | -14% | -7% | -6% | 17% | -4 | 3% | -10%
COCCN(C(=O)CCC(=O)Nc1ccccn1)C(C(=O)NC1CCCC1)c1ccc(OC)cc1 (stereo not given) | 23% | 12% | -5% | -14% | 2% | -18% | -5 | 1% | -2%
Cc1nn(Cc2ccccc2)c(Cl)c1/C=N/NC(=O)CNc1cccc(C(F)(F)F)c1 | -4% | 16% | -13% | -8% | -6% | 2% | 1 | -5% | -15%
CCCC(=O)NC(c1ccc(OCC)cc1)c1ccc(OC)c(OC)c1 (stereo not given) | 141%[activator] | -2% | 1% | -10% | 3% | 4% | -2 | -2% | -4%
COc1ccc(-c2cc(C)no2)cc1S(=O)(=O)Nc1ccc(NC(C)=O)cc1 | -12% | 9% | -6% | 14% | -1% | 18% | -12 | -3% | -5%
COc1ccc(S(=O)(=O)N(CCC(=O)O)Cc2ccccc2)cc1 | 132%[activator] | -7% | -10% | -27% | -2% | -18% | -7 | -6% | -4%
O=C(NCCCCO)C(F)(F)C(F)(F)C(F)(F)C(=O)NCCCCO | 3% | -1% | 0% | -6% | -1% | 14% | -1 | -1% | -13%
CCN(C1CCS(=O)(=O)C1)S(=O)(=O)c1cccc([N+](=O)[O-])c1 (stereo not given) | 18% | 17% | -1% | -9% | 3% | 53% | -3 | -7% | -1%
C#C[C@@]1(O)CCC2C3CCc4cc(O)ccc4C3CC[C@@]21C (stereo not given in full) | . | -6% | -1%[60.1 µM] | . | 3% | . | . | -3% | -7%
Cc1ccc([N+](=O)[O-])c(OCCN2CCC(Cc3ccccc3)CC2)c1 | 156%[activator] | -10% | -19% | -21% | -11% | -12% | -13 | -8% | -20%
Cc1nnc(N2CCCC(C(=O)NCc3ccccc3F)C2)c2nn(-c3ccccc3)c(C)c12 (stereo not given) | 7% | 21% | -6% | -4% | 2% | 0% | 4 | -5% | -9%
COc1ccc(CCN=Cc2ccc(O)cc2)cc1OC | 109%[activator] | 1% | -14% | -10% | -2% | 53% | -2 | -2% | -10%
O=C(Cn1nc(C(=O)O)c2ccccc2c1=O)c1c[nH]c2ccccc12 | 15% | 8% | -11% | 3% | 0% | 20% | -11 | 3% | -3%
Cc1ccccc1OCC(=O)NCCN(C)C | 16% | 3% | 2% | -16% | -2% | -13% | -1 | -4% | -7%
O=C1C=C(c2ccc(C(=O)O)cc2)C[C@@H](c2ccc3c(c2)OCO3)C1 | ? | -20% | -29% | ? | . | . | 0 | 0% | .
COCCn1c(=O)c(-c2cn(C)c3ccccc23)nc2cnc(N3CCOCC3)nc21 | . | 1% | 2%[60.1 µM] | . | 0% | . | . | -2% | .
COCc1[nH]nc2c1C1(CCSCC1)C(C#N)=C(N)O2 | -18% | -1% | 1% | -2% | 2% | 0% | 9 | -3% | -9%
O=Cc1ccc2[nH]ccc2c1 | 15% | . | 9% | . | . | . | -1 | -4% | .
Cc1cccc(-n2ncc3c(NCc4ccc5c(c4)OCO5)ncnc32)c1 | 31%[activator] | -13% | -13% | -7% | -10% | -16% | 0 | -2% | ?
Clc1ccc(N2CCN(Cc3ccco3)CC2)cc1 | 65%[activator] | 29% | -2% | -4% | 0% | 0% | -16 | -2% | -13%
CCN(CC)S(=O)(=O)c1ccc(-c2nnc(SCC(=O)c3ccc(OC)cc3)o2)cc1 | 2% | 2% | 4% | -5% | -2% | 2% | 5 | -3% | -14%
Cc1cc(-c2nnc(SCC(=O)Nc3ccc(F)cc3)n2N)n[nH]1 | 9% | 28% | 3% | -14% | 3% | 88% | -3 | -3% | -2%
Cc1ccc(CC2CC(=O)N(c3ccncc3)C2=O)cc1 (stereo not given) | 14% | 15% | -8% | 5% | 1% | 5% | -4 | -6% | -8%
COc1ccc(CC(=O)N2CC(=O)Nc3ccc(Br)cc3C2c2ccc(F)cc2)cc1 (stereo not given) | -7% | . | -22% | -10% | -7% | 1% | -4 | -3% | -2%
Cc1ccc(C)c(N2CCN(C(=O)c3cc(C)nc4c3c(C)nn4-c3cccc(F)c3)CC2)c1 | 6% | . | -2% | -24% | 7% | 9% | -1 | 1% | ?
CCOCC(=O)Nc1cccc(NC(C)=O)c1 | 5% | -1% | -6% | -8% | 0% | -1% | -3 | -2% | 2%
COc1ccc(CSC2=NCCN2)cc1Br | -11% | 13% | -2% | 4% | -3% | 10% | -6 | 0% | -5%
Cc1cnc(C(=O)OCC(=O)c2ccc(Br)s2)cn1 | -13% | 5% | -13% | 1% | . | . | -6 | -1% | .
CN1CCN(S(=O)(=O)c2cccc(C(=O)O)c2)CC1 | 17% | ? | 4% | -10% | -4% | -1% | -2 | -6% | -1%
COc1cccc(C2=CC(c3ccc(N(C)C)cc3)n3ncnc3N2)c1 (stereo not given) | . | 10% | . | . | -1% | 29% | . | . | 7%
COc1ccccc1S(=O)(=O)Nc1cccc(-c2nnc3n2CCCCC3)c1 | 5% | -5% | -11% | -3% | 2% | 40% | -1 | -1% | -10%
Cc1ccccc1-c1nc2scc(CCNC(=O)c3ccco3)n2n1 | -9% | . | -10%[60.1 µM] | -9% | 1% | 21% | -11 | -2% | -2%
Cc1cc(-n2ccc(=O)[nH]c2=O)nc(-c2ccccc2)n1 | 2% | 1% | -11% | -18% | 0% | 21% | -3 | 1% | -4%
O=C(CN1C(=O)S/C(=C\c2cccc(Cl)c2)C1=O)NCCCn1ccnc1 | 6% | -14% | -15% | -14% | 3% | 41% | -10 | 0% | -5%
CC(C)(C)n1nnnc1C(c1ccccc1)N1CCc2ccccc2C1 (stereo not given) | 13% | 1% | -18% | -12% | -6% | 5% | 2 | -1% | 1%
CC(OC(=O)[C@@H](NC(=O)OCc1ccccc1)C(C)C)C(=O)Nc1ccc(N2CCOCC2)cc1 (stereo not given in full) | 3% | . | 8% | -11% | . | . | 4 | 1% | .
O=C(CCC(=O)Nc1ccc(F)cc1)N/N=C/c1ccc(F)cc1 | -7% | 62% | -2% | -12% | -4% | 3% | -3 | -2% | -21%
COc1cccc(C(=O)N2CCC(n3nccc3NC(=O)CCOc3ccccc3)CC2)c1 | -10% | 86%[activator] | -12% | -13% | -4% | 1% | -2 | 2% | -12%
CCN1/C(=C/c2ccc3cccc(C)c3[n+]2CC)Sc2ccccc21 | ? | -2% | -10% | -17% | ? | 50µM* | -19 | -9% | ?
COc1ccc(NC(=O)CSc2nncs2)cc1OC | 5% | -4% | -7% | -4% | -4% | 50% | -2 | -2% | -12%
O=C(CC1C=Cc2ccccc2N1C(=O)c1ccccc1)c1ccccc1 (stereo not given) | -22% | ? | -10% | -11% | -10% | 13% | -2 | -1% | -1%
COc1cccc(/C=C2/CN(C)CC3=C2OC(N)=C(C#N)C3c2cccc(OC)c2)c1 (stereo not given) | -20% | -5% | -15% | -20% | -7% | 3% | -1 | -1% | -20%
O=C(CC1C(=O)NCCN1C/C=C/c1ccccc1)NCCc1cnccn1 (stereo not given) | 27% | 1% | -6% | -16% | -5% | 6% | -4 | 2% | -1%
CN1CCN(c2ncc3ncc(=O)n(CCc4ccccc4)c3n2)CC1 | . | 10% | 0%[60.1 µM] | . | -8% | . | . | -4% | .
COc1ccc(-c2cn3nc(N4CCC(C(=O)Nc5cccc(C)c5C)CC4)sc3n2)cc1 | 13% | . | -5% | -11% | -1% | 0% | 0 | 0% | -11%
COc1ccc(OCC(O)Cn2c(=N)n(CCN3CCCCC3)c3ccccc32)cc1 (stereo not given) | ? | 5% | 2%&-7% | -14%&10% | 5%&0% | -2% | -6&1 | -8%&-5% | -20%
Cc1ccc(S(=O)(=O)N2CCCC2C(=O)O)cc1 (stereo not given) | -10% | 6% | -6% | -18% | -3% | 2% | -6 | -3% | -7%
Cc1ccc(Cn2c(C)c3cnn(CC(=O)N4CCN(c5ccc(F)cc5)CC4)c(=O)c3c2C)cc1 | -8% | . | 3% | 4% | -3% | 0% | 2 | -5% | 0%
O=c1c(-c2ccccc2)coc2c(CN3CCCC3)c(O)ccc12 | 24% | 14% | -11% | -8% | -4% | 12% | -2 | -5% | 70%[activator]
CCOC(=O)c1cnc2ccc(OCC)cc2c1NCc1cccnc1 | ? | -2% | 4% | 4% | -3% | ? | 13 | -5% | -13%
Cc1cccc(NC(=O)c2cccc(C(=O)Nc3cccc(C)c3)n2)c1 | 65%[activator] | . | -9% | -9% | . | . | -6 | -2% | .

Entries listed above shown as hits in Pol eta inh:
| compound | Pol iota inh | APEX1 inh | Pol kappa inh | Pol eta inh | BLM helicase inh | LDHA inh | GRP78 ERSR act | Anesthetic bind |
| --- | --- | --- | --- | --- | --- | --- | --- | --- |
| O=C(c1nc2ccc(Cl)cn2c1CN1CCCC1)N1CCc2ccccc2C1 | 18µM* | -10% | ? | 32µM* | -20% | -2 | -5% | -14% |
